High-throughput results from PubChem BioAssay.
V1R ag counter: activates human V1a receptor in oxytocin agonist counter-screen. CHO-V1R cells, Fluo-8 calcium fluorescence, agonist mode; 0% DMSO, 100% 3 nM vasopressin. activation, % at 3 µM. 320,000 compounds, 0.25% hits;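 active = activation above the mean activation of all tested compounds plus 3 SD, per screening run, cut at about 20% in these data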;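 note: signal is peak over basal fluorescence ratio across a 100 second FLIPR read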
Target sequence (P37288 whole entry, looked up): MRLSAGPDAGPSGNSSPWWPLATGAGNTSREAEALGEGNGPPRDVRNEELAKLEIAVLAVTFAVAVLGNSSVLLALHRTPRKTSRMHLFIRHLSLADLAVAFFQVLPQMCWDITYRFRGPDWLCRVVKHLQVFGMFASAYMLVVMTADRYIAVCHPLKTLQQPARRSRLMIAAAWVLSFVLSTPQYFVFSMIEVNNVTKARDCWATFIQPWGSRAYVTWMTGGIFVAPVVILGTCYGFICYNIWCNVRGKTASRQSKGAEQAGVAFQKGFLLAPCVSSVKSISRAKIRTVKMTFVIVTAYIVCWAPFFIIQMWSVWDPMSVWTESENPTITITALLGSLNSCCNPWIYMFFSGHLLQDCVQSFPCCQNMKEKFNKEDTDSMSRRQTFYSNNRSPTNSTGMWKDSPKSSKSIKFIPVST
TAAR1 agonist: human TAAR1 agonism; Q96RJ0; CHO RD-HGA16 TAAR1, Fluo-8 calcium fluorescence; vehicle wells 0%, saturating PEA agonist 100%; activation, % at 3 µM; 360,000 compounds, 0.99% hits;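 active = activation above the mean activation of all test compounds in the run plus 3 SD, cut at about 38% in these data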
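Benchmarks: low control DMSO, high control PEA (EC100); System: CHO RD-HGA16 cells carrying human TAAR1 plus Gα16; Detection: Fluo-8 fluorescence, 5 s baseline then 140 s kinetic read; Schedule: 17-24 h plating, Fluo-8 75 min 37 °C, 30 min RT; Read-out basis: % activation from peak over basal fluorescence ratio, DMSO-to-PEA scaled.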
CHRM1 PAM: human CHRM1 positive allosteric modulation; CHO-K1 hM1, Fluo-8 calcium fluorescence, ACh EC20; 0% = ACh EC20, 100% = maximal ACh; activation, % at 3 µM; 360,000 compounds, 0.088% hits; AID 588819; in the data active = activation above about 19%, passing the limit was not always enough
M1 antag: blocks human M1 muscarinic receptor. P11229. CHO-K1 hM1, Fluo-8 calcium fluorescence, ACh EC80 antagonist. inhibition, % at 3 µM. 360,000 compounds, 1.3% hits;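 active = percent inhibition above its own plate's cutoff, namely the mean of that plate's compound wells plus 3 SD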;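 note: peak over basal fluorescence ratio during 140 s after agonist addition; 0% = ACh EC80 plus DMSO and 100% = DMSO alone without agonist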
M1 ag: human M1 muscarinic receptor agonism | 360,000 compounds, 0.33% hits | P11229 | activation, % at 3 µM | CHO-K1 hM1, Fluo-8 calcium fluorescence, agonist mode; 0% DMSO, 100% acetylcholine EC100 | AID 588814;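 active = activation above the run's mean compound activation plus 3 SD, cut at about 16% in these data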;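 note: peak over basal fluorescence ratio within a 140 s kinetic read after compound addition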
TAAR1 antag: human TAAR1 antagonism; Q96RJ0; CHO RD-HGA16 TAAR1, Fluo-8 calcium fluorescence, antagonist; inhibition, % at 3 µM; 360,000 compounds, 1.5% hits; AID 624466;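 active = inhibition above a per-plate cutoff, the mean inhibition of test compounds on that plate plus 3 SD, cut at about 49% in these data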;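 note: 0% = DMSO plus EC80 beta-PEA response and 100% = DMSO alone without agonist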
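Test system: hTAAR1-expressing CHO RD-HGA16 cells, Gα16-coupled; Probe or stimulus: EC80 β-phenethylamine stimulus; Compound dosing: single nominal final test compound concentration of 3 µM; Timing: 140 s kinetic read after compound, 140 s after agonist; Signal: Fluo-8 calcium-sensitive fluorescence; Measure: % inhibition of agonist calcium response; Controls: DMSO and EC80 PEA controls.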
OXTR agonist: human OXTR agonism; P30559; CHO-OTR cells, Fluo-8 calcium fluorescence; normalized: DMSO 0%, oxytocin 100%; activation, % at 3 µM; 320,000 compounds, 0.32% hits;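 active = activation above the mean of all tested compounds plus 3 SD, cutoff set per screening run, cut at about 20% in these data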;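 note: peak over basal fluorescence ratio from a 100 s FLIPR kinetic read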
Target sequence (P30559 whole entry, looked up): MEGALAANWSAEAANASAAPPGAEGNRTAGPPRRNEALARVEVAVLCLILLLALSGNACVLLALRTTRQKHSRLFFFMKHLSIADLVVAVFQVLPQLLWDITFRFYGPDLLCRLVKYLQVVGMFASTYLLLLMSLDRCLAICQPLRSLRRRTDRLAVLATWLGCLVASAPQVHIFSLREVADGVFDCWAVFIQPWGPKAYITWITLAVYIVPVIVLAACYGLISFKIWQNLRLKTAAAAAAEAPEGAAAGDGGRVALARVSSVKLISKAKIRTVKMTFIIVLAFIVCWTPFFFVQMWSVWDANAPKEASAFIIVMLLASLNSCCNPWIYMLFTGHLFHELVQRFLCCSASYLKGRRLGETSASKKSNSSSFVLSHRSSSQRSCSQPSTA
OXTR potentiator: potentiators of human oxytocin receptor; 320,000 compounds, 0.061% hits; AID 2445; activation, % at 3 µM; P30559; CHO-OTR cells, Fluo-8 calcium fluorescence, potentiator mode; 0% = oxytocin EC15, 100% = EC100;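 active = activation above that plate's cutoff, the mean activation of tested compounds plus 3 SD, cut at about 6.6% in these data, passing the limit was not always enough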;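 note: 100% uses oxytocin at 75 nM as the full agonist control; some results filed as inactive read as strong as hits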
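System: human OTR in CHO cells; Also added: sub-maximal oxytocin, roughly EC15; Timing: compound 6 min at room temperature before oxytocin, 100 s read; Technique: Fluo-8 intracellular calcium fluorescence, ex 470-495, em 515-575 nm; Controls: oxytocin EC15 low and EC100 high; Replication: singlicate.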
CHO parental Ca: signal in parental CHO cells, OX1R antagonist counter-screen; inhibition, % at 5.6 µM; 330,000 compounds, 0.63% hits; parental CHO-K1, ATP-induced calcium, Fluo-8 fluorescence;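 active = inhibition above that plate's mean sample inhibition plus 3 SD, cut at about 26% in these data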;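 note: 0% = ATP-challenged DMSO wells and 100% = DMSO wells without ATP; some compounds past the cut are filed as inactive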
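Assay system – parental CHO cells · Reagent – ATP stimulus · Detection – intracellular calcium via Fluo-8 no-wash fluorescent dye · Evaluation – percent inhibition of ATP-evoked calcium rise, normalized to controls · Controls – ATP wells versus no-ATP DMSO wells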
* hit, by the source's call; . = no result given.

SMILES	V1R ag counter	TAAR1 agonist	CHRM1 PAM	M1 antag	M1 ag	TAAR1 antag	OXTR agonist	OXTR potentiator	CHO parental Ca
Cc1cc(C)n(-c2ccc(C(=O)OCC(=O)Nc3ccc(S(=O)(=O)N4CCOCC4)cc3)cc2)n1	3.2	10	7	-13	-1	-2	1.5	-9	-13
CSCCC(NC(=O)c1ccccc1)C(=O)NCc1ccc(S(N)(=O)=O)cc1 (configuration not stated)	0.2	0	12	-19	0	1	-0.2	-11	5
CCOc1ccccc1Nc1ccc(C(=O)O)cc1N	1.6	2	4	-6	-6	5	0.8	-10	9
COc1ccc([C@H]2C[C@@H](n3cc(C4CC4)nn3)[C@H](O)CN2C(=O)c2cccs2)cc1	.	2	2	-2	1	-4	.	.	.
O=C(c1ccccc1Br)N1CCc2c([nH]c3ccccc23)C1	2.4	6	7	-14	1	10	2.9	0	-2
O=C1C(Nc2ccccc2)=C(NS(=O)(=O)c2ccccc2)C(=O)c2ccccc21	-0.2	-3	5	-12	-8	10	-2.4	-3	-30
O=C(O)c1cc(=O)[nH]c2ccc(S(=O)(=O)Nc3ccc(F)cc3)cc12	0.7	-1	10	-9	4	-7	0.0	-14	-2
CCN(CC)CCNC(=O)c1ccc(NC(=O)C2CCN(c3ncnc4sc(C)c(C)c34)CC2)cc1	0.3	2	-14	15	-7	10	-0.9	-11	-14
Cc1c(S(=O)(=O)N2CCOCC2)c(=O)n(C)c(=O)n1C	-0.1	4	-3	0	-3	9	-0.2	-2	-1
CCCCNC(=O)Cn1cnc2ccc(S(=O)(=O)N3CCC(C)CC3)cc2c1=O	-0.8	1	7	-4	-2	11	0.6	2	-17
Cc1nn(C)cc1NC(=O)CC12CC3CC(CC(C3)C1)C2	1.5	2	8	-6	-5	-6	1.0	-1	-6
Cc1nn(C)cc1CNC(=O)Nc1cccc(Cl)c1	-0.2	6	3	-1	-2	-17	2.6	1	-1
COc1ccccc1N1CCN(C(=O)c2coc(=O)c(Br)c2)CC1	1.5	0	7	-7	-4	3	1.5	-2	-8
O=C(Nc1ccc(Cl)cc1)c1ccc2nsnc2c1	3.9	9	-10	5	-7	-5	1.9	-23	-18
CC(=O)Nc1cccc(-n2nnc(SCC(=O)c3ccccc3)n2)c1	0.1	3	6	-14	-1	6	1.6	-1	-11
CCOc1ccc(NC(=O)CN(c2cccc(C(F)(F)F)c2)S(C)(=O)=O)cc1	-0.2	9	10	-8	-5	-1	-0.1	-1	-13
CC(C)CCNC(=O)[C@@H](Cc1ccccc1)NC(=O)CC[C@H]1O[C@@H](n2ccc(=O)[nH]c2=O)[C@H](O)[C@@H]1O	.	2	8	-26	4	-11	.	.	.
O=C(CSc1ccccc1)N1CCCC(N2CCN(c3ccc(F)cc3)CC2)C1 (configuration not stated)	0.4	1	-1	-4	-4	-11	-0.9	-5	-27
O=C(Nc1ccc2c(c1)OCO2)C1CCN(Cc2cnn(-c3ccccc3)c2-n2cccc2)CC1	1.2	11	-1	-8	-5	-11	0.4	-8	-20
Fc1cccc(Cc2c(-c3ccccc3)nc3ccc(Br)cn23)c1	.	0	1	-24	-2	4	.	.	.
O=C(NCc1ccccn1)C(=O)NCC1OCCN1S(=O)(=O)c1ccc(Br)cc1 (configuration not stated)	1.0	0	4	-8	-2	0	0.9	0	-15
O=C(Nc1ccc2c(c1)OCO2)c1ccc[n+]([O-])c1	0.1	2	6	-7	-4	7	-0.5	-5	2
COC(=O)C1=CN(c2ccc(F)c(F)c2)C=C(C(=O)OC)C1c1ccc([N+](=O)[O-])cc1	-0.2	-1	2	-4	-5	0	-1.7	-11	-10
Cc1cccc(NC(=O)c2ccc(COc3ccc4ccccc4c3)o2)n1	1.1	1	5	-6	-7	1	1.3	5	-22
CSc1ncccc1C(=O)OCC(=O)N1CC(=O)Nc2ccccc21	-0.1	3	8	-10	-3	-13	0.1	2	-11

In another format: results already given
structure,V1R ag counter,TAAR1 agonist,CHRM1 PAM,M1 antag,M1 ag,TAAR1 antag,OXTR agonist,OXTR potentiator,CHO parental Ca
CCOc1ccccc1Nc1ccc(C(=O)O)cc1N,1.6,2,4,-6,-6,5,0.8,-10,9
COc1ccc([C@H]2C[C@@H](n3cc(C4CC4)nn3)[C@H](O)CN2C(=O)c2cccs2)cc1,.,2,2,-2,1,-4,.,.,.
O=C(c1ccccc1Br)N1CCc2c([nH]c3ccccc23)C1,2.4,6,7,-14,1,10,2.9,0,-2
O=C1C(Nc2ccccc2)=C(NS(=O)(=O)c2ccccc2)C(=O)c2ccccc21,-0.2,-3,5,-12,-8,10,-2.4,-3,-30
O=C(O)c1cc(=O)[nH]c2ccc(S(=O)(=O)Nc3ccc(F)cc3)cc12,0.7,-1,10,-9,4,-7,0.0,-14,-2
CCN(CC)CCNC(=O)c1ccc(NC(=O)C2CCN(c3ncnc4sc(C)c(C)c34)CC2)cc1,0.3,2,-14,15,-7,10,-0.9,-11,-14
Cc1c(S(=O)(=O)N2CCOCC2)c(=O)n(C)c(=O)n1C,-0.1,4,-3,0,-3,9,-0.2,-2,-1

(more compounds)
SMILES	V1R ag counter	TAAR1 agonist	CHRM1 PAM	M1 antag	M1 ag	TAAR1 antag	OXTR agonist	OXTR potentiator	CHO parental Ca
CS(=O)Cc1cc(Oc2ccccc2)nc(-c2ccncc2)n1 (configuration not stated)	0.7	14	-1	0	-5	-6	2.4	-12	-5
O=C(Nc1ccc(S(=O)(=O)Nc2ncccn2)cc1)c1ccc(Br)cc1	.	2	5	-14	-2	1	.	.	.
O=C(CC(Cc1ccccc1)c1ccco1)NC1CCCCC1 (configuration not stated)	-1.9	10	1	0	-3	7	-3.4	-10	-15
COc1ccc(Cl)cc1Cn1c(C)c(C(=O)N(C)Cc2ccc(F)cc2)sc1=O	.	1	-3	5	-2	-1	.	.	.
NC1=C([N+](=O)[O-])C(c2ccc3c(c2)OCO3)C2=C(CCCC2=O)O1 (configuration not stated)	0.0	2	2	-6	-8	-9	0.2	-3	1
CCOC(=O)c1c(C)nc(C(Cl)(Cl)Cl)nc1N	-0.2	-2	4	1	-8	1	-1.6	2	0
CCOc1ccc(NC(=O)COC(=O)c2ccc3c(c2)OCO3)cc1	1.2	14	10	-7	-4	10	0.3	2	-12
Cc1ccc(SCC(=O)NC(=O)Nc2ccc3c(c2)OCCO3)cc1C	0.4	6	2	1	-7	3	0.2	-3	-5
Cc1c(NC(=S)NC(C)(C)C)c(=O)n(-c2ccccc2)n1C	1.1	2	11	-20	-2	-39	1.0	-13	-2
Cc1n[nH]c(C)c1S(=O)(=O)N1CCC(C(=O)Nc2cccc(F)c2)CC1	0.2	1	15	2	4	-2	0.6	-2	-8
COc1ccc(N2CCN(C(=O)CCc3ccccc3)CC2)cc1	1.0	-1	-6	0	-5	3	-1.0	-14	14
COC(=O)c1nn(-c2ccccc2)c(=O)cc1O	1.4	6	16	-10	-5	-2	1.0	-4	7
O=C(C(F)C(F)(F)F)N1CCN(c2ccccc2)CC1 (configuration not stated)	0.7	6	7	-10	-4	-25	1.7	3	-5
Cc1c(C(N)=O)sc(N)c1C(=O)OC(C)C	0.0	5	7	-3	-2	-13	1.8	1	-6
c1ccc(-c2nnc(CSc3nncs3)o2)cc1	0.5	-4	1	6	-5	-12	-0.8	-5	-5
O=c1[nH][nH]c(=O)c2cc(N3CCCC3)ccc12	-0.5	0	7	-6	-6	-10	0.1	-8	-3
CCOC(=O)C1CCN(C(=O)CCS(=O)(=O)c2ccc3c(c2)CCN3C(=O)CC)CC1	-0.5	-1	15	-1	2	3	-0.9	-5	-16
Cn1nc(C(=O)Nc2ccccc2N2CCCC2)c2ccccc2c1=O	-1.0	-2	-5	14	-4	17	-1.3	-4	-32
N#C/C(=C\c1ccccc1)C(=O)Nc1cccnc1	-0.5	1	4	-17	-2	7	0.0	-4	3
C[C@H]1CC[C@]2(O[C@H](CCO)C[C@@H](O)[C@@H]2O)O1	1.7	4	11	-4	1	5	0.2	-4	1
COc1ccc(CNC(=O)COC(=O)/C=C/c2cccs2)cc1	0.0	3	8	-1	-2	-20	-1.4	3	-14
CN(CCOc1ccccc1)CC(=O)Nc1cccc(Br)c1	-1.0	-1	11	-19	-3	-11	-2.7	-10	-8
Cc1cc2oc(C(=O)Nc3nonc3C)c(C)c2cc1C	0.0	3	5	-14	-4	-35	-1.7	0	-2

No enrichment for hits. About 3.7% of those tested had a hit in this group.
